High-throughput results as filed in PubChem BioAssay.
STEP inh: STEP phosphatase inhibitors, primary screen, biochemical, fluorescence intensity, uHTS; Tyrosine-protein phosphatase non-receptor type 5 (Homo sapiens), P54829; recombinant STEP, OMFP fluorogenic substrate; inhibition, % at 20 µM; actives 0.25% (n = 360,000);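 active = inhibition at 20 µM, scaled per plate between control wells, above about 37%, limit read from the data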;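 note: 0% = DMSO with enzyme and substrate and 100% = substrate only without enzyme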
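medium = Bis-Tris buffer pH 6.0, 2.5 mM DTT, 0.005% Tween 20 | test system = STEP (striatal-enriched tyrosine phosphatase) enzyme, cell-free | measure = normalized % inhibition | compound dosing = 20 µM, 1% DMSO | also added = 25 µM OMFP | schedule = reaction 20 min, ambient temperature | measured by = fluorescence read at 480 nm ex / 540 nm em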
Rin1 Abl inh: inhibitors of Rin1-Abl protein binding, primary screen, biochemical, TR-FRET; Tyrosine-protein kinase ABL1 (Homo sapiens) + Ras and Rab interactor 1 (Homo sapiens), …; inhibition, % at 7.35 µM; actives 0.4% (n = 360,000); AID 588664, 2011; in the data active = inhibition above about 5%, passing the limit was not always enough
DNMT1 block: human DNMT1 methyltransferase inhibitors, primary screen, biochemical, molecular beacon, fluorescence, HinP1I cleavage, uHTS; inhibition (reported as % activation of signal), % at 10 µM; DNA (cytosine-5)-methyltransferase 1 (Homo sapiens), P26358; actives 0.83% (n = 360,000); in the data active = inhibition above about 50%
Target sequence (P26358 504-1616 limits assumed): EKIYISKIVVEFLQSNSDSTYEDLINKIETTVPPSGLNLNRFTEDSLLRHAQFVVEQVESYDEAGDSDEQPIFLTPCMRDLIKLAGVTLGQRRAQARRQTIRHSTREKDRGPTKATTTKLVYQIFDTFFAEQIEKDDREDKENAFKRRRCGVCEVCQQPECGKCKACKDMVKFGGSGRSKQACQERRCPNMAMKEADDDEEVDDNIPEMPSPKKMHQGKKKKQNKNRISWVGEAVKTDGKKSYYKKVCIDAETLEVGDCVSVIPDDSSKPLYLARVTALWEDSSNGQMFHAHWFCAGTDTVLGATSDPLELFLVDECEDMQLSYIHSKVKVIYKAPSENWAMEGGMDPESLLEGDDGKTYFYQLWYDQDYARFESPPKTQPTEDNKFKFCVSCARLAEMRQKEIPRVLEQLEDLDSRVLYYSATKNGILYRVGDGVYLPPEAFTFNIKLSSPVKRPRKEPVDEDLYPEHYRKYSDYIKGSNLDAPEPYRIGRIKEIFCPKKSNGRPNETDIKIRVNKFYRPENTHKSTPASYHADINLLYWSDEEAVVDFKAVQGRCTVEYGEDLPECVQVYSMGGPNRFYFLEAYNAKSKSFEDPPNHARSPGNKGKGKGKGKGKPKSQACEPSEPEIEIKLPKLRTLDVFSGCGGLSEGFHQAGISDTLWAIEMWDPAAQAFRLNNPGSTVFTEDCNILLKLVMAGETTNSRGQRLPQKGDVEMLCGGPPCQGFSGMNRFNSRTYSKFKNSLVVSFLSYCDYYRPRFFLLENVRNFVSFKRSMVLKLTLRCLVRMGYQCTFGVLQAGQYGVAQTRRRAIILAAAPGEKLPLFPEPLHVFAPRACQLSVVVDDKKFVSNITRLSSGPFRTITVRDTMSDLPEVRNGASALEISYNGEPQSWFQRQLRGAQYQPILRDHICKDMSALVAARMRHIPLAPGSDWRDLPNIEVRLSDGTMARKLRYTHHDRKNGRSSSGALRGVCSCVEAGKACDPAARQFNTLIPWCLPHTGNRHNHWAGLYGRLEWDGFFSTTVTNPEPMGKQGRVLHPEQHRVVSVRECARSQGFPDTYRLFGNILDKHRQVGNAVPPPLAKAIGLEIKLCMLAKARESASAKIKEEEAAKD
Rpn11 block: Rpn11 (PSMD14) deubiquitinase inhibitors, primary screen, biochemical, fluorescence polarization, uHTS | 26S proteasome non-ATPase regulatory subunit 14 (Homo sapiens), O00487 | actives 0.59% (n = 360,000) | AID 588493, 2011 | calls only at 20 µM | human 26S proteasome, Ub4-pepOG fluorescence polarization; 20S core pre-blocked with epoxomicin;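 active = inhibition at 20 µM, scaled to each plate's controls, above about 33%, limit read from the data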
NadD inh: inhibitors of S. aureus NadD, primary screen, biochemical, colorimetric, uHTS; Nicotinate-nucleotide adenylyltransferase NadD (Staphylococcus aureus N315); AID 602399, 2012; purified NadD enzyme, colorimetric absorbance read-out; actives 0.78% (n = 360,000); inhibition, % at 20 µM; in the data active = inhibition above about 26%; note: some compounds past the cut are filed as inactive
SUMO1 PPI mod: modulators of SUMO1 protein-protein interactions, primary screen, biochemical, uHTS. inhibition, % at 20 µM. SUMO1 binding to a labelled peptide, TR-FRET, 1 h. actives 0.33% (n = 360,000); in the data active = inhibition above about 37%
Neddyl block: inhibitors of cullin neddylation, primary screen, biochemical, TR-FRET, uHTS, NAE and Ubc12 | NEDD8-conjugating enzyme Ubc12 (Homo sapiens) + NEDD8-activating enzyme E1 regulatory … | calls only at 25 µM | actives 0.58% (n = 360,000); in the data active = inhibition above about 36%
CSN deneddyl inh: inhibitors of CSN-mediated cullin deneddylation, primary screen, biochemical, fluorescence polarization, uHTS. actives 0.38% (n = 360,000). inhibition, % at 12.5 µM. Purified CSN, SCF-Nedd8-OG deneddylation. AID 651999, 2013. COP9 signalosome complex subunit 5 (Homo sapiens), Q92905;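 active = pattern-corrected inhibition above about 35%, with an unprinted fluorescence ratio check between 0.5 and 1.5, limit read from the data, passing the limit was not always enough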;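 note: 0% = enzyme with substrate and 100% = substrate without enzyme; some results filed as inactive read as strong as hits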
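Test system: purified human Csn5 enzyme expressed in HEK293T cells. Amount: 0.24 nM enzyme. Reagent: SCFSkp2-Nedd8OG substrate at 10 nM final. Schedule: 90 min incubation of compound, enzyme and substrate at room temperature. Detection: fluorescence polarization. Read-out: % inhibition of substrate cleavage by Csn5.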
LMPTP inh: LMPTP phosphatase inhibitors, primary screen, biochemical, fluorescence intensity, uHTS. inhibition, % at 20 µM. recombinant LMPTP-A, OMFP fluorogenic substrate. actives 0.22% (n = 360,000). AID 651560, 2012;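 active = compounds that cut the enzyme signal by at least half of the control window in the single-dose screen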;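 note: plate controls were DMSO wells with enzyme plus substrate for no effect and substrate without enzyme for full effect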
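Test system: LMPTP-A phosphatase enzyme; input: 0.625 nM LMPTP-A final; reagent: OMFP substrate, 400 µM final; compound dosing: 20 µM single dose, 3% DMSO; incubation: 50 min dark incubation at room temperature; measured by: endpoint fluorescence intensity from OMFP dephosphorylation; measure: % inhibition relative to no-enzyme and uninhibited control wells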
Scp1 inh: Scp-1 phosphatase inhibitors, primary screen, biochemical, colorimetric, uHTS; Carboxy-terminal domain RNA polymerase II polypeptide A small phosphatase 1 (Homo …; AID 493091, 2011; actives 0.88% (n = 340,000); inhibition, % at 20 µM; Recombinant Scp1, phosphopeptide, malachite green phosphate absorbance;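 active = inhibition above about 50% at 20 µM, limit read from the data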;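 note: plate controls were DMSO wells with enzyme for no effect and wells lacking enzyme for full effect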
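Test system: SCP-1 phosphatase catalytic domain, residues 76-261; measured by: colorimetric phosphate reagent with accelerator and stabiliser, absorbance at 630 nm; timing: enzyme reaction 45 min at room temperature, colour 5 min, stabilisation 30 min; also added: Phosphorylated 17-residue peptide substrate; compound dosing: one concentration, 20 µM, with 1.0% DMSO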
* marks the source's active call; other numbers are inactive results; i = inactive; . = not tested or not shown.

SMILES	STEP inh	Rin1 Abl inh	DNMT1 block	Rpn11 block	NadD inh	SUMO1 PPI mod	Neddyl block	CSN deneddyl inh	LMPTP inh	Scp1 inh
COc1c(Cl)cc(-c2noc(C)c2C(=O)NCc2ccc3c(c2)OCO3)cc1Cl	-0.4	4.7	4.4	i	-4.4	-3.2	i	-5.0	3.0	-12.2
CC(C)N(C(=O)[C@H]1CC(CC(=O)NCCCn2ccnc2)C(=O)N2CCc3c([nH]c4ccccc34)[C@]12C)C(C)C (some centres undefined)	1.0	-0.3	5.3	i	1.6	-0.3	i	-0.1	-8.6	-2.1
CSc1cc(-c2ccc(Cl)cc2)c(C(=O)NN)s1	-2.9	1.0	1.6	i	6.9	-7.1	i	-2.7	0.9	-0.1
Cn1cc(/C=N/n2cnc3scc(-c4ccc(Cl)cc4)c3c2=O)c2ccccc21	1.3	0.8	16.6	i	13.5	1.0	i	3.7	1.4	-6.0
Cc1nc(N2CCOCC2)c2c(C)c(C(=O)Nc3ccc(C(F)(F)F)cc3)sc2n1	3.3	-3.0	-7.5	i	-4.8	-3.2	i	4.9	2.8	4.5
CCOc1ccc(CCNC(=O)c2c(C)noc2C)cc1OCC	-0.2	-1.9	2.7	i	-2.1	1.8	i	-2.7	-1.4	-5.7
COc1ccc(OC)c(NC(=O)c2ccc(Cl)cc2)c1	-1.5	4.8	1.0	i	-4.5	-1.2	i	-12.8	0.5	1.6
CCC(COC)NC(=O)CCc1nnc(Cc2c[nH]c3ccccc23)o1 (centres undefined)	-1.8	-0.3	-1.4	i	-7.9	-1.3	i	-2.0	-0.3	-5.1
CCCc1cc(=O)[nH]c(SCC(=O)Nc2ccc(OC)c(S(=O)(=O)N3CCCCC3)c2)n1	-0.8	0.7	-1.4	i	11.2	11.5	i	1.8	0.8	-0.1
Cc1ccc(-c2nc3ccc(Cl)cn3c2Cc2ccsc2)cc1	-4.0	2.5	-9.8	i	14.4	5.1	i	3.1	0.6	.
Cc1ccc(C)c(C(=O)COC(=O)Cn2[nH]c(=O)c3ccccc3c2=O)c1	-1.1	-0.7	1.1	i	-3.6	-0.9	i	22.0	0.1	-12.7
CCOc1ccccc1NC(=O)CSc1nc2ccccc2nc1N1CCCC1	1.5	0.7	-1.1	i	4.5	-3.4	i	1.6	3.1	-11.2
O=C(CCCCCNC(=O)c1ccccc1)N/N=C/c1ccco1	0.4	-0.6	18.7	i	-0.5	-3.7	i	8.6	0.3	51.8*
O=C(CN1CCN(C(c2ccccc2)c2ccccc2)CC1)N1CCN(c2ccccc2)CC1	-0.8	-0.7	-2.6	i	0.1	1.7	i	2.1	-0.1	-11.4
CCC(C)c1ccc(C2C3=C(Nc4nc(N)[nH]c(=O)c42)c2ccccc2C3=O)cc1 (centres undefined)	5.6	-2.3	16.7	i	37.1*	-0.1	i	3.7	2.9	9.1
CCCCCCn1c(=O)n2n(c1=O)C[C@]1(OC(=O)Nc3c(C)noc3C)CN(S(=O)(=O)c3ccc(C)cc3)C[C@]1(O)C2	0.1	-1.0	-2.0	i	1.1	7.4	i	1.1	-0.9	.
COc1ccc(CN(CC2CCCO2)C(=O)CN2C(=O)COc3ccccc32)cc1OC (centres undefined)	0.4	-2.5	0.1	i	-2.7	2.2	i	3.0	-1.3	-12.1
COc1cccc(NC(=O)C2(C)CCN2C(=O)Cc2cccc3ccccc23)c1 (centres undefined)	0.7	2.4	-2.2	i	-8.7	5.5	i	-0.8	0.5	.
N/C(=N\OC(=O)CCn1cccc(C(F)(F)F)c1=O)c1ccc(Cl)cc1	0.1	-0.4	-0.3	i	-20.0	0.9	i	-0.2	1.5	-9.8
O=C1CCC(C(=O)OCc2nnc(-c3ccc(Cl)cc3)o2)=NN1	3.9	-1.0	-0.6	i	-1.0	-2.7	i	-2.1	-1.3	-11.8
O=C(CCNC(=O)C1CCN(S(=O)(=O)c2ccc(F)cc2)CC1)NC1CC1	1.0	-3.4	-1.7	i	-4.5	-2.6	i	3.5	-2.1	4.0
CC(C)N1CCC(C)(C(=O)Nc2ccc(-n3cccc3)cc2)C1 (centres undefined)	0.8	-1.8	-7.9	i	-0.5	1.4	i	-3.6	0.0	.
CS(=O)(=O)N(CC(=O)Nc1cccc([N+](=O)[O-])c1)c1ccccc1	3.5	-0.7	-0.9	i	-5.4	-18.6	i	1.7	-0.8	-6.0
Cc1nn(-c2ccccc2)c(C)c1C(=O)OCC(=O)Nc1ccccc1F	-0.5	0.2	-0.5	i	-0.5	-5.3	i	-1.5	-2.0	-2.8
N=c1c(C(=O)NCc2ccc(F)cc2)cc2c(=O)n3ccccc3nc2n1Cc1cccnc1	0.7	-3.0	-0.1	i	13.9	-17.6	.	0.0	4.0	-7.3
O=C(NC1CCCC1)C(c1ccccc1)N(C(=O)c1csnn1)c1ccccc1F (centres undefined)	1.2	2.7	2.6	i	1.8	-3.6	i	-8.1	-0.9	-3.0
CCOc1ccc(N(CC)S(=O)(=O)c2ccc3c(c2)n(C)c(=O)c(=O)n3C)cc1	3.6	2.8	-1.7	i	2.8	2.5	i	3.2	0.1	3.5
Cc1cc(C)n(-c2nnc(C)n2/N=C/c2ccc(O)cc2)n1	2.1	3.7	-0.9	i	-6.5	1.6	i	-6.3	0.1	-2.9
Cc1ccc(C(=O)OCC(=O)c2c(N)n(C)c(=O)n(C)c2=O)cc1S(=O)(=O)N1CCOCC1	0.9	4.4	1.9	i	-1.8	10.3	i	1.1	0.4	-2.8
CCCCC(=O)Oc1c(S(=O)(=O)c2ccc(C)cc2)c(C)nn1C(C)(C)C	3.1	-2.9	-1.8	i	-7.7	14.2	i	-2.8	0.4	-10.6
COc1ccc(C2=CC(=O)C[C@H](c3ccc(OC)cc3)C2)cc1	-1.5	1.5	-1.6	i	-5.3	-31.8	i	-2.7	1.6	-13.9
C#CCn1c(-c2cccs2)nc2ccccc21	-3.6	-1.8	0.9	i	0.0	-3.0	.	3.8	0.3	16.4
CC1CCc2c(sc(NC(=O)C(=O)NCc3ccco3)c2C#N)C1 (centres undefined)	1.7	2.4	4.8	i	6.5	-1.4	i	-0.7	0.0	-6.4
Cc1noc(NS(=O)(=O)c2ccc(N/C=C/C(=O)c3ccccc3)cc2)c1C	2.6	1.0	-0.2	i	-6.2	-3.5	i	-8.3	-0.5	2.8
CCN(c1ccccc1)S(=O)(=O)c1ccc(C(=O)NC2CCCCC2)cc1	2.2	-0.2	-0.9	i	-0.6	-1.4	i	0.9	-0.3	.
Cc1ccc(-c2nc3ncccn3c2N)cc1	.	.	.	.	.	-22.3	i	-3.9	-1.9	.
O=C(CCC(=O)N(CC(=O)NC1CCCCC1)Cc1cccs1)Nc1nccs1	-0.5	-3.6	-0.2	i	-0.7	-0.1	i	-0.1	-0.8	-7.4
O=c1[nH]c(SCc2ccc(Cl)cc2)nc2ccccc12	0.5	-1.5	6.4	i	-3.7	3.4	i	-8.7	-0.1	4.7
CN(C)Cc1c(O)ccc2c(=O)c(-c3ccccc3Cl)coc12	0.4	2.1	-7.0	i	7.1	-1.5	.	2.1	0.5	-11.7
CC1CCCN(C(=O)C2CCN(c3ncnc4c3nc3n4CCCCC3)CC2)C1 (centres undefined)	0.1	3.2	0.7	i	-1.8	-3.6	i	-2.0	-1.0	-6.8
C/C(=C1/SC(N2CCOCC2)=NC1=O)c1ccc(Cl)cc1	0.0	-3.0	-5.2	i	3.6	-14.3	i	2.6	1.3	-4.5
COc1ccc(/C=C/C(=O)c2ccc3c(c2)OCO3)cc1OC	1.6	1.1	-2.4	i	3.5	-10.0	i	3.9	0.5	-8.2
COc1cc(CN2CCCC(CO)(Cc3cccc(Cl)c3)C2)cc2c1OCO2 (centres undefined)	5.5	-2.2	-1.4	i	-7.4	-0.7	i	3.2	1.6	-7.4
Cn1c(=O)c2ncn(C)c2n(C)c1=O	1.5	2.8	15.2	i	3.9	2.6	i	7.9	1.8	1.9
N#Cc1cc(S(=O)(=O)c2ccc(F)cc2)c(N)[nH]c1=O	-2.7	1.8	1.6	i	-2.7	0.7	i	-4.5	-0.1	-5.7
Cc1cnc(CNC(=O)c2ccc(OC3CCN(C(=O)C4CC4)CC3)cc2)cn1	-0.2	7.5	2.6	i	0.9	1.5	i	-6.4	-0.3	0.6
COc1ccc(-c2ccc(SCC(=O)N3CCOCC3)nn2)cc1OC	-3.0	-1.9	-0.6	i	-4.6	0.7	i	-4.8	0.5	2.2
CCOc1ccc(NC(=O)CN(C)CC(=O)Nc2cccc(Cl)c2C)cc1OCC	2.1	-3.0	-2.1	i	-0.1	16.3	i	-2.7	0.5	-2.6
CCOC(=O)c1cc(OCC)c2c(ccc3ccccc32)n1	3.3	3.6	9.9	i	-3.1	-3.2	i	-0.8	-0.7	.
CCCOCC(O)COc1ccccc1C(=O)N1CCOCC1 (centres undefined)	-2.7	-0.1	-0.4	i	0.4	2.6	i	-2.6	-0.7	-7.2
Cc1nc(N2CCN(S(=O)(=O)c3ccc(F)cc3)CC2)c2c(C)c(C)sc2n1	0.9	-3.9	1.8	i	-6.1	0.1	i	3.3	0.7	-10.2
COc1ccc2cc(CO)c(Cl)nc2c1	1.1	-2.2	0.4	i	-4.5	-0.4	i	-1.9	-1.9	3.5
COc1ccc(NC(=O)C(CC(=O)O)C(C)c2ccccc2)cc1 (centres undefined)	-2.8	3.5	-3.8	i	-4.1	6.4	i	-7.5	0.1	-2.2

Taken from above.
Cc1cnc(CNC(=O)c2ccc(OC3CCN(C(=O)C4CC4)CC3)cc2)cn1 in SUMO1 PPI mod = 1.5
CCOc1ccc(NC(=O)CN(C)CC(=O)Nc2cccc(Cl)c2C)cc1OCC in Scp1 inh = -2.6

Hits appear at their usual frequency (roughly 3.8% active in at least one column).
